Screening results (PubChem)
FXIIa inh 1536 – inhibitors of human coagulation factor XIIa | P00748 | purified FXIIa, Boc-QGR-AMC fluorogenic substrate, 2 h | inhibition, % at 5 µM | hit rate 0.3% among 220,000 | AID 800; in the data active = inhibition above about 40%;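 also: 0% = enzyme with no compound and 100% = blank without enzyme; many of its hits are not listed in these tables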
FXIa inh 1536 – blocks human coagulation factor XIa protease activity; inhibition, % at 5 µM; AID 798; hit rate 0.14% among 220,000; purified FXIa, Boc-Glu-Ala-Arg-AMC fluorogenic substrate; P03951;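 active = inhibition of at least 40%; inactive = inhibition below 40%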;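 also: fluorescence of freed AMC excited at 355 nm; 0% = enzyme without compound and 100% = no enzyme blank; many of its hits are not listed in these tables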
Runt-SMMHC FRET – Runt domain-CBFb-SMMHC interaction inhibition | Q01196+Q13951 | Cerulean-Runt/Venus-CBFb-SMMHC FRET ratio 530/480, 1 h | inhibition, % at 20 µM | hit rate 0.74% among 220,000 | AID 1434;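 active = mean inhibition across duplicate retests at 20 µM reaching about 50%, limit read from the data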;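 also: 0% = DMSO wells and 100% = wells with excess untagged CBFb-SMMHC; inhibitors lower the FRET ratio by blocking Runt binding to CBFb-SMMHC; some results filed as inactive read as strong as hits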
Wee1 stabilizer – blocks degradation of human Wee1 kinase | HeLa Luc-Wee1K328M stability, luciferase luminescence; 100% = proteasome inhibitor MG132 effect | reporter increase, % at 5 µM | hit rate 1.2% among 220,000;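 active = activation above the mean of all tested compounds plus 3 SD, set per screening run, cut at about 8.8% in these data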;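 also: cells exposed to compound for 20 h before luminescence read; 0% = DMSO alone and 100% = MG132 at 30 µM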
Thrombin inh – inhibitors of human thrombin. P00734. alpha-thrombin, Boc-VPR-AMC fluorogenic substrate cleavage. inhibition, % at 5 µM. hit rate 0.26% among 220,000. AID 1046;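 active = inhibition at or above 40%; inactive = inhibition below 40%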;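 also: 0% = enzyme with no compound and 100% = wells without enzyme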
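System – human alpha-thrombin protein · Reagent – Boc-VPR-AMC substrate, 15 µM final · Compound – 5 µM single dose in 0.2% DMSO · Schedule – reaction at room temperature · Technique – AMC fluorescence at 355 nm excitation and 460 nm emission · Read-out basis – % inhibition relative to enzyme controls and enzyme-free blanks · Control set – no-compound enzyme wells and no-enzyme blanks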
Hck Nef HTS – blocks Nef-activated human Hck kinase; P08631; Recombinant Hck-YEEI plus Nef, Z-Lyte FRET kinase assay; inhibition, % at 20 µM; hit rate 0.68% among 220,000;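 active = Hck-Nef kinase inhibition above about 50%, limit read from the data; inactive = inhibition below that limit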;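 also: 0% = DMSO with Hck plus Nef and 100% = Hck alone without Nef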
hK5 inh – kallikrein 5 (human) inhibition; Q9Y337; recombinant hK5, fluorogenic AMC substrate cleavage; inhibition, % at 5 µM; hit rate 0.59% among 210,000;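 active = inhibition of 40% or more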;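 also: 0% = enzyme controls without compound and 100% = no-enzyme blanks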
Target sequence (Q9Y337 67-293 limits assumed): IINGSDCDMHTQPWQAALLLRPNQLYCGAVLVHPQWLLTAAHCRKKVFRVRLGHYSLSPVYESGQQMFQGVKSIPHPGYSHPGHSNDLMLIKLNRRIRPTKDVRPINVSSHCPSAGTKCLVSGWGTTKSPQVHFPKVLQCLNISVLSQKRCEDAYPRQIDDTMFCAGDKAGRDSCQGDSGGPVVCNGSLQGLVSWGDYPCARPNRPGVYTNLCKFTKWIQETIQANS
14-3-3 Bad inh – disrupts binding of bovine 14-3-3 zeta to phospho-Bad peptide; hit rate 0.71% among 220,000; TR-FRET 14-3-3zeta/Dy647-pBad peptide displacement, 1 h; P63103; inhibition, % at 21.7 µM;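 active = inhibition above about 70%, limit read from the data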;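 also: 0% = full 14-3-3 plus peptide FRET controls and 100% = background without 14-3-3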
Target sequence (P63103 whole entry, looked up): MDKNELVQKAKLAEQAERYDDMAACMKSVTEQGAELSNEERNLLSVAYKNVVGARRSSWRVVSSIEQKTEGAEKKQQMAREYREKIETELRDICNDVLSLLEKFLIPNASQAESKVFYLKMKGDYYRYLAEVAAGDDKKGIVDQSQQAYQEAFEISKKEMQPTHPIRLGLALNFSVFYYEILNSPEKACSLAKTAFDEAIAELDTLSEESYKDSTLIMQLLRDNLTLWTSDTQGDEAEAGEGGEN
Runt-CBFb FRET – Runt domain-CBFb interaction inhibition; Cerulean-Runt/Venus-CBFb FRET ratio 530/480, 1 h; Q01196+Q13951; hit rate 0.46% among 220,000; inhibition, % at 20 µM;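 active = inhibition over about 50% at 20 µM in the single-dose screen, limit read from the data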;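 also: 0% = DMSO wells and 100% = excess unlabeled CBFb competitor control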
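Assay system: Cerulean-tagged RUNX1 Runt domain (FRET donor) fusion protein / Amount: 100 nM each of Venus-CBFb and Cerulean-Runt domain / Medium: Tris buffer pH 7.5 with salts and BSA / Also added: Venus-CBFb 100 nM / Schedule: 1 h complex formation plus 1 h compound treatment, room temperature / Signal: FRET fluorescence / Read-out: loss of energy transfer signal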
* hit, by the source's call; / = not tested or not shown; [ ] = dose if it differs, or a comment.

SMILES	FXIIa inh 1536	FXIa inh 1536	Runt-SMMHC FRET	Wee1 stabilizer	Thrombin inh	Hck Nef HTS	hK5 inh	14-3-3 Bad inh	Runt-CBFb FRET
OCC1(CCc2ccccc2)CCN(Cc2cccn2-c2cccnc2)CC1	3	-5	4	0	-2	17	0	-12	2
CCCCNC(=O)CSc1nc2ccc(NC(=O)CSc3nnc(N)s3)cc2s1	-3	-4	5	1	-6	2	3	10[fluorescence artefact?]	-3
CC(=O)NC(Cc1ccc(C(C)C)cc1)C(=O)NC1CCN(c2nc(C)cc(C)n2)CC1 (centres undefined)	8	-5	1	3	-1	0	0	/	-1
NC(=O)NCC(=O)N1CCC(C(O)(c2ccccc2)c2ccccc2)CC1	5	-1	-2	-4	-8	17	-2	-11	1
COc1ccc(-c2cc(C(F)(F)F)nc(S(=O)(=O)CCCC(=O)Nc3cccnc3Cl)n2)cc1OC	5	-3	-4	1	-2	28	-1	-5	-2
COc1ccc(/C=N/n2cncn2)cc1COc1ccc(NC(C)=O)cc1	-5	-2	-4	-1	-7	0	-1	0	-2
C[n+]1ccccc1C1CCCC/C1=N\Nc1ccc([N+](=O)[O-])cc1[N+](=O)[O-] (centres undefined)	12	1	4	-3	-1	-4	3	26	-7
CCCn1nnnc1SCC(=O)N(C(C)C)C(C)C	26	12	1	-1	1	-3	-18	0	1
O=C1c2ccccc2C(=O)N1Cc1nc2ccccc2c(=O)n1CCCn1ccnc1	11	-5	-2	1	-8	0	-18	-7[fluorescence artefact?]	0
O=C(O)CCC(=O)NNC(=O)c1cccs1	8	-4	2	0	1	14	12	-6	1
Cn1c(=O)c([N+](=O)[O-])c(NC2CCS(=O)(=O)C2)c2ccccc21 (centres undefined)	-2	0	-4	-2	-6	9	-2	-3	0
C=CCNC(=O)c1ccc(C2SCC(=O)N2Cc2ccco2)cc1 (centres undefined)	7	-2	-1	8	0	14	-6	8	6
Cc1cc(C(=O)CSc2nc3ccccc3o2)c(C)n1C1CC1	17	3	4	-2	4	1	2	-4	9
C=CCn1c(SCC(=O)NC(=O)c2cccc([N+](=O)[O-])c2)nnc1-c1ccccc1	15	6	-2	-1	2	6	-8	6	1
COC(=O)c1ccc(CSc2nnc(-c3c[nH]c4ccccc34)n2-c2ccccc2)cc1	7	17	0	0	1	1	-5	4	0
CC(=O)N1CCC[C@H]1C(=O)O	3	-3	1	0	-10	-7	-3	-3	-1
COc1ccc(N(C)S(=O)(=O)c2cccc(C(=O)NCC3CCCCC3)c2)cc1	6	3	3	0	3	10	0	3	-1
CCOC(=O)c1c(C)sc2c1N(C(=O)CN(CC)CC)c1ccccc1S2	14	6	11	1	6	0	-8	35[fluorescence artefact?]	-4
COc1ccc(C/C(O)=C(\C#N)c2nc3ccccc3[nH]2)cc1OC	9	2	-6	2	-1	2	-1	-9	-4
Cc1ccc(C(C(=O)NC2CCCC2)N(C(=O)CNC(=O)c2cccs2)c2cccnc2)o1 (centres undefined)	3	-5	3	-2	-2	7	-1	-3	-3
COC(=O)c1cccc2nc3c(C(C)O)cccc3nc12 (centres undefined)	8	4	-7	/	4	15	0	3	2
CCN1C(=O)/C(=C/c2ccc(N3CCCC3)cc2)NC1=S	19	10	-188	-2	-1	3	6	6[fluorescence artefact?]	-79
O=C(/C(=C/c1ccccc1)n1cncn1)c1ccc(Cl)cc1Cl	12	9	2	1	3	2	-1	-15[fluorescence artefact?]	-1
Cc1ccc(NC(=O)c2cc([N+](=O)[O-])ccc2N2CCCC2)cc1	1	-3	-13	-1	-2	-15	-1	0	-1
O=C(O)CSc1nc2sc3c(c2c(=O)n1-c1ccccc1)CCC3	9	-3	0	5	-6	20	1	1	2
CCOC(=O)CCC(NC(=O)CCC(=O)NC(CCC(=O)OCC)C(=O)OCC)C(=O)OCC (centres undefined)	6	4	2	1	0	-2	-8	3[fluorescence artefact?]	-2
Cn1c(CN2CCOCC2)nc2cc(NC(=O)c3ccccc3Cl)ccc21	3	-5	1	-2	-6	6	1	4	1
CCn1nnnc1SCC(=O)NCc1ccco1	18	8	3	0	6	-1	-5	-9[fluorescence artefact?]	0
CCCCC(c1nnnn1CC1CCCO1)N1CCN(c2cc(Cl)ccc2C)CC1 (centres undefined)	12	-17	-3	-5	0	-2	8	66	-5
CNC(=O)NC(=O)CSc1ncc(C(F)(F)F)cc1Cl	17	1	1	0	4	1	6	8	0
O=C(C[n+]1ccc(CCSc2ccc(F)cc2)cc1)c1ccccc1	12	2	2	-2	1	-5	5	6	2
CCOc1cc2[nH]c(=S)n(Cc3ccc(C)o3)c(=O)c2cc1OCC	-6	1	25	-3	1	-7	-5	5[fluorescence artefact?]	23
COc1cc(C(=O)Nc2nc(-c3ccc(F)cc3)cs2)ccc1OCC(=O)N1CCOCC1	7	3	2	-3	2	1	-15	3[fluorescence artefact?]	-2
Clc1ccc(N=c2ssnc2Cl)nc1	25	1	/	1	8	24	3	11	/
Cc1nnc(N2C(=O)C(O)=C(C(=O)c3ccco3)C2c2ccc(F)cc2)s1 (centres undefined)	15	5	-24	0	13	-8	-12	18	6
CC1(C)CCCN(C(=O)c2ccc3c(c2NCCO)C(=O)c2ccccc2C3=O)C1	15	7	-4	2	-1	8	-9	81*[fluorescence artefact?]	-6
CCCOc1ccc(CSc2ncn[nH]2)cc1	4	-7	-1	3	-5	3	-7	-2	1
COc1ccc([N+](=O)[O-])cc1N(CC1CO1)S(=O)(=O)c1ccc(C)cc1 (centres undefined)	11	1	0	-5	-9	22	7	3	-1
CN1CCN(c2ccc(CNS(=O)(=O)c3cccc(F)c3)cc2)CC1	1	-5	-3	0	-7	12	-3	-1	1
CC(C)n1nc(C(=O)OCC(=O)N(C)C2CCS(=O)(=O)C2)c2ccccc2c1=O (centres undefined)	13	-1	0	-3	2	1	4	-13	0
COc1ccccc1/C=C/C(=O)OCC(=O)NCc1ccco1	8	-4	1	-2	-5	0	-9	-4	0
CC1C=CCC2C(=O)N(c3cc(Cl)ccc3O)C(=O)C12 (centres undefined)	5	2	3	0	-5	-53	/	-7	-1
CCOc1ccc(NC(=O)CSc2nnc(Cn3cnc([N+](=O)[O-])n3)n2C)cc1	12	0	-5	-3	-1	3	-5	6	1
COc1ccccc1/C=N/OC(=O)c1ccc(C)cc1	18	7	-2	-2	3	-85	/	-14	-1
CCC(C)(C)NC(=O)c1cccc(NC(=O)C(C)C)c1	11	1	1	3	1	-3	/	4	-1
CCn1nnnc1SCC(=O)Nc1nc(-c2cccs2)cs1	14	2	-6	5	-5	0	8	-12	-2
CC(C)(C)C(=O)OCc1cn(-c2ccc(Cl)cc2)nn1	8	-4	5	2	-6	0	-13	-4	-5
Cn1nnc(-c2ccc(OCc3ccccc3F)cc2)n1	-16	-10	-3	4	-9	1	-7	7	-2
Cc1ccc(SCC(=O)c2c(C)nc3ccccn23)cc1	7	-2	-7	1	-6	16	8	-8	-4
COc1ccccc1C(=O)NNC(=S)Nc1ccccc1	2	0	2	4	-4	-4	-11	-11	1
Nc1c2nc(-c3ccccc3)[nH]c(=O)c2nc(=O)n1-c1ccccc1	0	-3	0	4	-6	33	-6	7	2
N/C(=N\OC(=O)c1cccc2ccccc12)c1cccnc1	8	-1	-5	-3	-8	19	2	-7	-4
CC(CCc1ccccc1)NC(=O)CN1CCN(c2ccc(O)cc2)CC1 (centres undefined)	-1	-7	27	-3	-3	23	-7	1	29
Cc1cc(NC(=O)NC2(C(F)(F)F)Oc3ccc(Cl)cc3O2)no1 (centres undefined)	9	2	19	0	0	20	-7	-13	10
NC(Cc1c[nH]c2ccccc12)C(=O)NCc1ccco1 (centres undefined)	4	-3	2	-4	-9	20	-1	-4	-2
Cc1ccc(C)c(NC(=S)N2CCCCC2CO)c1 (centres undefined)	5	-5	-1	-2	-22	14	-5	-9	10
N#Cc1cccc(Cn2nnc(-c3ccccc3)n2)c1	6	-6	-5	0	-3	1	-5	5	-3
COc1ccc(C(C)(C)C)cc1NC(=O)CCCn1c(=O)oc2ccccc21	4	6	1	-3	0	3	-1	5[fluorescence artefact?]	-4

In the list so far, these contain a Cl atom:
SMILES	FXIIa inh 1536	FXIa inh 1536	Runt-SMMHC FRET	Wee1 stabilizer	Thrombin inh	Hck Nef HTS	hK5 inh	14-3-3 Bad inh	Runt-CBFb FRET
COc1ccc(-c2cc(C(F)(F)F)nc(S(=O)(=O)CCCC(=O)Nc3cccnc3Cl)n2)cc1OC	5	-3	-4	1	-2	28	-1	-5	-2
O=C(/C(=C/c1ccccc1)n1cncn1)c1ccc(Cl)cc1Cl	12	9	2	1	3	2	-1	-15[fluorescence artefact?]	-1
Cn1c(CN2CCOCC2)nc2cc(NC(=O)c3ccccc3Cl)ccc21	3	-5	1	-2	-6	6	1	4	1
CCCCC(c1nnnn1CC1CCCO1)N1CCN(c2cc(Cl)ccc2C)CC1 (centres undefined)	12	-17	-3	-5	0	-2	8	66	-5
CNC(=O)NC(=O)CSc1ncc(C(F)(F)F)cc1Cl	17	1	1	0	4	1	6	8	0
Clc1ccc(N=c2ssnc2Cl)nc1	25	1	/	1	8	24	3	11	/
CC1C=CCC2C(=O)N(c3cc(Cl)ccc3O)C(=O)C12 (centres undefined)	5	2	3	0	-5	-53	/	-7	-1
CC(C)(C)C(=O)OCc1cn(-c2ccc(Cl)cc2)nn1	8	-4	5	2	-6	0	-13	-4	-5
Cc1cc(NC(=O)NC2(C(F)(F)F)Oc3ccc(Cl)cc3O2)no1 (centres undefined)	9	2	19	0	0	20	-7	-13	10
